Assay outcomes as filed in PubChem BioAssay.
TAAR1 antag: antagonists of human TAAR1 | CHO RD-HGA16 TAAR1, Fluo-8 calcium fluorescence, antagonist | inhibition, % at 3 µM | 360,000 tested, 1.5% active | AID 624466;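 active = inhibition above a per-plate cutoff, the mean inhibition of test compounds on that plate plus 3 SD, cut at about 49% in these data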;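 also: 0% = DMSO plus EC80 beta-PEA response and 100% = DMSO alone without agonist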
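System: RD-HGA16 CHO cells with stable hTAAR1 and Gα16 | Probe or stimulus: EC80 β-phenethylamine stimulus | Dosing: 3 µM, single point | Times: Dye loading 75 min at 37 °C, then 30 min room temperature | Measured by: Fluo-8 calcium-sensitive fluorescence | Read-out basis: % inhibition of agonist calcium response | Replicates: n of 1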
M1 PAM parental: nonselective activator or artifact in parental CHO-K1 calcium assay; activation, % at 3 µM; 360,000 tested, 0.02% active; AID 602247; ATP EC20, Fluo-8 calcium fluorescence; 0% at ATP EC20, 100% at ATP max;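 active = activation above the run cutoff, the mean activation of all test compounds plus 3 SD, cut at about 40% in these data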;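 also: peak over basal fluorescence ratio in a 140 s read after ATP addition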
OXTR potentiator: potentiators of human oxytocin receptor. CHO-OTR cells, Fluo-8 calcium fluorescence, potentiator mode; 0% = oxytocin EC15, 100% = EC100. AID 2445. P30559. 320,000 tested, 0.061% active. activation, % at 3 µM;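 active = activation above that plate's cutoff, the mean activation of tested compounds plus 3 SD, cut at about 6.6% in these data, passing the limit was not always enough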;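 also: 100% uses oxytocin at 75 nM as the full agonist control; some results filed as inactive read as strong as hits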
Target sequence (P30559 whole entry, looked up): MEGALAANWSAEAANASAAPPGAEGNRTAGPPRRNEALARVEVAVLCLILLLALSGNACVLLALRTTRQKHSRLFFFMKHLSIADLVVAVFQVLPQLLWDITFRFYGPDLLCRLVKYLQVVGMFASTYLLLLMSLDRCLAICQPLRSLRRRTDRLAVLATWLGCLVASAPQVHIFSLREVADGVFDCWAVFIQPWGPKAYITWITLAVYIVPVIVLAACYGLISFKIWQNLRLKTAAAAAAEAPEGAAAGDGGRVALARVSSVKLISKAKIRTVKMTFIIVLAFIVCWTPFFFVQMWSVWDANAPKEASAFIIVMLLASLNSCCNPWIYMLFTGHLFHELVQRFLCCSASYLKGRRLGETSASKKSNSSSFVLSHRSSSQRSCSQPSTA
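Material: CHO-OTR cells, human receptor; compound dosing: single dose, 3.0 µM nominal final compound concentration; schedule: 6 min compound pre-incubation at room temperature, 100 s kinetic read; measured by: kinetic Fluo-8 calcium fluorescence; read-out basis: % activation vs EC15 and EC100 oxytocin; controls: EC15 oxytocin alone as 0%, 75 nM oxytocin as 100%; replicates: singlicate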
CHO parental Ca: counter-screen for OX1R antagonists: effect in parental CHO cells. inhibition, % at 5.6 µM. parental CHO-K1, ATP-induced calcium, Fluo-8 fluorescence. 330,000 tested, 0.63% active. AID 463079;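 active = inhibition above that plate's mean sample inhibition plus 3 SD, cut at about 26% in these data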;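 also: 0% = ATP-challenged DMSO wells and 100% = DMSO wells without ATP; some compounds past the cut are filed as inactive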
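Material: parental CHO cells / Compound: single nominal dose of 5.6 µM per compound / Signal: Fluo-8 fluorescence / Replicates: singlicate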
V1aR counter: counter-screen for oxytocin receptor agonists: human V1a receptor agonists; P37288; CHO-V1R cells, Fluo-8 calcium fluorescence, agonist mode; 0% DMSO, 100% 3 nM vasopressin; activation, % at 3 µM; 320,000 tested, 0.25% active;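 active = activation above the mean activation of all tested compounds plus 3 SD, per screening run, cut at about 20% in these data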;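 also: signal is peak over basal fluorescence ratio across a 100 second FLIPR read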
CHO-K1 Ca antag: M1 antagonist counterscreen hit in parental CHO-K1 cells; ATP-induced calcium, Fluo-8 fluorescence; inhibition, % at 3 µM; 360,000 tested, 0.6% active; AID 602250;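 active = inhibition above a per-plate cutoff, the plate's mean sample inhibition plus 3 SD, cut at about 24% in these data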;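 also: 0% = DMSO plus EC80 ATP and 100% = DMSO alone without ATP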
TAAR1 ag: human TAAR1 agonism; Q96RJ0; CHO RD-HGA16 TAAR1, Fluo-8 calcium fluorescence; vehicle wells 0%, saturating PEA agonist 100%; activation, % at 3 µM; 360,000 tested, 0.99% active;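 active = activation above the mean activation of all test compounds in the run plus 3 SD, cut at about 38% in these data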
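Benchmarks: low control DMSO, high control PEA (EC100); System: CHO RD-HGA16 cells carrying human TAAR1 plus Gα16; Detection: Fluo-8 fluorescence, 5 s baseline then 140 s kinetic read; Schedule: 17-24 h plating, Fluo-8 75 min 37 °C, 30 min RT; Read-out basis: % activation from peak over basal fluorescence ratio, DMSO-to-PEA scaled.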
M1 ag parental: counter-screen for M1 agonists: effect in parental CHO-K1 cells | activation, % at 3 µM | Fluo-8 calcium fluorescence; scaled to maximal ATP response, vehicle zero | 360,000 tested, 0.48% active; in the data active = activation above about 15%;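 also: untransfected CHO-K1 host cells lacking M1 receptor as counterscreen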
M1 ag: activates human CHRM1 receptor; P11229; CHO-K1 hM1, Fluo-8 calcium fluorescence, agonist mode; 0% DMSO, 100% acetylcholine EC100; activation, % at 3 µM; 360,000 tested, 0.33% active; AID 588814;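 active = activation above the run's mean compound activation plus 3 SD, cut at about 16% in these data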;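 also: peak over basal fluorescence ratio within a 140 s kinetic read after compound addition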
Target sequence (P11229 whole entry, looked up): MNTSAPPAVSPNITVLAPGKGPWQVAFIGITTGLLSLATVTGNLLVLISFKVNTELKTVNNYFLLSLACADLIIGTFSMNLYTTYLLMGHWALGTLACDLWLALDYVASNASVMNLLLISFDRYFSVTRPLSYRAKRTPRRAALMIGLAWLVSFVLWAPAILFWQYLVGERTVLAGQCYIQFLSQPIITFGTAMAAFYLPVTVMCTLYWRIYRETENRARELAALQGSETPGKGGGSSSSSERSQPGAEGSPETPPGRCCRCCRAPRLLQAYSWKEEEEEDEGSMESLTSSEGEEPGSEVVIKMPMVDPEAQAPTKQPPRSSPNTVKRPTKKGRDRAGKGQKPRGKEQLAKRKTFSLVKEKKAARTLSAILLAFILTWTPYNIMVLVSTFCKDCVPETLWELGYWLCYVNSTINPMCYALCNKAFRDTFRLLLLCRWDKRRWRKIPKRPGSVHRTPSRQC
* = called active by the depositor; nt = not tested or not shown. No enrichment for hits. Share with any hit: about 3.3%.

SMILES	TAAR1 antag	M1 PAM parental	OXTR potentiator	CHO parental Ca	V1aR counter	CHO-K1 Ca antag	TAAR1 ag	M1 ag parental	M1 ag
O=C(NS(=O)(=O)c1ccccc1)c1ccccc1F	-11	21	-4	-3	1.2	-3	1	0.7	-2
O=C(NCc1cccnc1)c1ccccc1Br	0	-3	1	-1	1.3	-2	1	0.2	-1
Cc1ccc(C(=O)NCC(=O)OCC(=O)NCC(F)(F)F)cc1	9	-1	4	-1	0.3	3	-1	-0.1	-1
CCOC(=O)CC1(C)SC(NC(C)=O)=NN1C(C)=O (configuration not stated)	13	3	-3	-6	0.3	-4	3	0.7	-7
CC1(C)C(C=C(Cl)Cl)C1C(=O)N1CCN(c2ccccc2)CC1 (configuration not stated)	-10	-9	-9	-25	-0.7	4	4	-0.3	-3
N#Cc1ccncc1S(=O)c1ccc(Cl)cc1 (configuration not stated)	-18	9	-2	0	0.2	-20	7	0.5	-5
Cc1ccc(-c2csc(NC(=O)CSc3nc(C)cc(=O)[nH]3)n2)cc1	-10	nt	-9	-1	3.2	nt	6	nt	nt
COc1cccc(NC(=O)N2C3CCCC2CC(NC(C)=O)C3)c1 (configuration not stated)	-23	-2	-7	2	-0.3	-11	0	-0.1	-4
Cc1nn(Cc2cccc(C(=O)O)c2)c(C)c1[N+](=O)[O-]	-10	12	-4	3	1.8	-13	0	0.4	-3
COC(=O)CSc1nnc(-c2c[nH]c3ccccc23)o1	5	9	6	-10	5.5	-5	3	1.4	-2
Cc1cccc(-c2nc(C)cc(=O)[nH]2)c1	-20	10	-8	-4	0.9	-12	3	0.3	-2
CCOC(=O)N1CCC(NC(=O)c2cc(COc3ccc(F)cc3Cl)on2)CC1	-8	-27	-5	1	2.6	16	2	-0.2	-1
O=C(CSc1nnc(-c2ccoc2)o1)N1CCOCC1	-19	-3	-16	9	-0.1	-11	2	0.5	-1
CN(c1ccc(C(=O)NCC2CCCO2)cc1)S(=O)(=O)c1ccc(Cl)cc1 (configuration not stated)	5	8	nt	nt	nt	-2	2	1.3	-3
O=C(OCC(=O)C12CC3CC(CC(C3)C1)C2)c1ccc(O)cc1	1	13	-6	6	1.9	-14	22	0.7	4
[N-]=[N+]=CC(=O)CC(c1ccccc1)N1C(=O)c2ccccc2C1=O (configuration not stated)	-7	11	1	4	0.5	0	2	0.3	-3
Cc1ccc(N2CC(C(=O)NCCN3CCOCC3)CC2=O)cc1 (configuration not stated)	5	9	-3	1	0.7	-13	-2	0.3	-1
N#CC1(c2ccccc2)CCC(=O)N1c1ccccc1 (configuration not stated)	0	23	1	-14	0.0	-18	-1	0.8	-6
COc1cccc(NC(=O)N2CCc3ccccc3C2)c1	-1	7	-2	-2	0.2	-1	46*	0.4	-4
O=C(CN1CCc2[nH]c3ccccc3c2C1)N1CCCCC1	-2	13	-11	-23	-0.4	-12	10	0.6	-10
COc1ccc(-n2nc3cc(C)c(N)cc3n2)cc1Cl	-13	-1	-6	-11	0.5	5	-1	-1.1	-2
NS(=O)(=O)c1ccc(CCNC(=O)c2ccc(Cn3c(=O)[nH]c4ccccc4c3=O)cc2)cc1	5	17	-9	6	-0.3	-13	4	0.3	-3
CC(=O)c1ccc(OCc2cc(C(=O)N(C)C(C)c3nccs3)no2)cc1 (configuration not stated)	-2	-4	nt	nt	nt	-21	3	11	2
CCN(C(=O)COC(=O)C1COc2ccccc2O1)c1c(N)n(Cc2ccccc2)c(=O)[nH]c1=O (configuration not stated)	-10	-13	nt	nt	nt	9	3	-0.5	-4
COc1cccc(NC(=O)CCC(=O)NCc2ccco2)c1	5	-2	-11	4	-1.1	8	2	0.0	-2
CC1CC(C)CN(CC(=O)Nc2ccc3c(c2)OCCO3)C1 (configuration not stated)	-18	7	-12	-5	-0.5	1	6	0.0	-3
NS(=O)(=O)c1cccc(NC(=O)CN2CCN(S(=O)(=O)c3ccc4c(c3)OCCO4)CC2)c1	-3	9	4	-7	0.9	-2	3	0.3	-5
COc1c(C(=O)Nc2nnc(C3CC3)s2)csc1Cl	-18	16	-1	-13	0.7	-16	-2	0.8	-2
CCN1CCN(c2ccc(S(=O)(=O)N3CCCCC3)cc2NC(=O)Cc2ccccc2)CC1	-13	-26	-12	-23	-0.2	7	6	0.6	-6
CCCN(C(=O)c1cccs1)c1c(N)n(Cc2ccccc2)c(=O)[nH]c1=O	11	13	-4	-5	1.0	-17	3	0.7	0
COc1cccc(C(=O)Oc2c(Br)cc(Br)cc2/C=N/NC(=O)c2cc(C)[nH]n2)c1	10	-12	-21	-15	0.1	-6	12	0.5	-4
CCN(CC)S(=O)(=O)c1ccc(NC(=O)C(C)N(c2ccccc2)S(C)(=O)=O)cc1 (configuration not stated)	-9	21	-10	-19	2.8	-6	7	2.6	-4
O=C(O)CN1C(=O)SC(Nc2ccccc2)C1=O (configuration not stated)	-13	7	-2	-12	-0.4	-4	8	6.5	-1
CCn1nc(C)c([N+](=O)[O-])c1C(=O)NNC(=O)c1ccc(Cl)cc1	-2	12	-10	-5	8.6	-4	9	0.7	-2
O=C(CCc1ccccc1)OCCOC(=O)CCc1ccccc1	-23	10	-6	8	-0.3	-14	-2	0.7	-3
O=c1[nH]nc(N2CCOCC2)c(=O)[nH]1	-4	11	-6	-2	0.5	-11	4	1.0	-1
CC(=O)Nc1ccc(N(CC(=O)NCC2CCCO2)C(=O)CCC(=O)Nc2cc(C)on2)cc1 (configuration not stated)	-6	2	-2	-5	-0.5	-7	-3	0.4	-4
O=C(CNC(=O)C(c1ccccc1)c1ccccc1)N/N=C/c1ccc(O)c([N+](=O)[O-])c1	7	-5	-5	-3	-0.3	9	1	5.5	1
COC(=O)C1CN(C(=O)C(C)Oc2ccc(F)cc2)c2ccccc2O1 (configuration not stated)	-18	5	-6	-10	-0.1	-6	-1	0.1	-6
Cc1c(C(=O)N2CC(C)OC(C)C2)oc2ccccc12 (configuration not stated)	19	6	-6	3	-1.0	-9	10	0.4	-6
CCCCNC(=O)N1c2ccccc2CC1C (configuration not stated)	3	-6	-1	-6	-0.8	-5	0	0.3	-4
COc1ccc(NC(=O)CSCC(=O)N(C)Cc2ccc3c(c2)OCCO3)cc1	-5	4	-2	-4	0.7	-8	4	0.8	0
O=C(Cn1cccc1C(=O)c1ccccc1)NCCCN1CCOCC1	-9	12	-11	-7	0.4	-3	-1	0.3	-4
COc1cccc2cc(C(=O)C3=C(O)C(=O)N(c4cc(C)on4)C3c3cccs3)oc12 (configuration not stated)	-39	-20	-10	-14	0.7	-1	-1	1.3	2
O=S(=O)(NCCc1ccc2c(c1)OCCO2)c1cccs1	4	6	-10	-11	0.8	7	17	0.4	-1
COc1ccccc1N1CCN(S(=O)(=O)c2ccc3c(c2)CC(C)N3C(C)=O)CC1 (configuration not stated)	-8	-6	-9	-21	4.3	-7	-1	4.1	-1
CNC(=O)Cc1nc2ccccc2n1CC(=O)Nc1cc(C)cc(C)c1	6	27	0	-8	-0.7	-21	2	0.5	1
CN(C)c1ccc(C(=S)N2CCN(Cc3ccccc3)CC2)cc1	6	15	-2	11	-1.2	-12	-1	0.4	-3
Cc1ccc2[nH]c(SCC(=O)N3CCOCC3)nc2c1C	-7	10	-3	-7	-0.1	-8	1	-0.4	0
Cc1nn(C)cc1/C=N/NC(=S)Nc1ccc(Cl)cc1Cl	-6	25	-14	-8	1.2	-1	2	1.4	-5
Cc1cc(-c2n[nH]c(=S)n2-c2ccccc2C)cs1	10	12	-2	-2	-0.2	-11	1	-0.2	-10
N#Cc1ccc(OCC(=O)N/N=C2/CC(c3ccccc3)Oc3ccccc32)cc1 (configuration not stated)	-8	1	1	-3	0.3	3	9	-0.2	-5
O=C(NCc1ccccc1)c1ccc(Br)o1	-2	5	-4	-7	-0.6	-11	15	0.1	-2
O=Cc1cn(CC(=O)N2CCCCC2)c2ccccc12	-5	19	-13	-2	0.6	-5	2	0.1	-5
Cc1ccc(C(=O)N2c3ccccc3CC2C)o1 (configuration not stated)	-32	14	-4	-5	-2.1	-17	1	-0.4	-6
COc1cccc(CNc2nc(C(F)(F)F)nc3ccccc23)c1	6	4	-12	-22	2.1	-6	-3	2.2	-2
CCOC(=O)C1CCN(CCCSc2ccc(C)cc2)CC1	-20	-5	1	-15	0.2	4	-1	0.1	-9
O=C(Nc1cc(S(=O)(=O)N2CCOCC2)ccc1N1CCOCC1)c1cnccn1	-6	15	-8	-2	1.2	-6	0	0.1	-4
COc1cc(-c2nnc(NC(=O)CS(=O)(=O)c3ccc(Cl)cc3)o2)cc(OC)c1OC	-7	-11	nt	nt	nt	13	-1	0.0	6
Cn1cc(S(=O)(=O)N2CCOCC2)cc1C(=O)O	-11	-17	-5	-3	1.5	-1	4	0.4	0

In another format: results already given.
Order of values: TAAR1 antag	M1 PAM parental	OXTR potentiator	CHO parental Ca	V1aR counter	CHO-K1 Ca antag	TAAR1 ag	M1 ag parental	M1 ag
> O=Cc1cn(CC(=O)N2CCCCC2)c2ccccc12
→ -5	19	-13	-2	0.6	-5	2	0.1	-5
> Cc1ccc(C(=O)N2c3ccccc3CC2C)o1 (configuration not stated)
→ -32	14	-4	-5	-2.1	-17	1	-0.4	-6
> COc1cccc(CNc2nc(C(F)(F)F)nc3ccccc23)c1
→ 6	4	-12	-22	2.1	-6	-3	2.2	-2
> CCOC(=O)C1CCN(CCCSc2ccc(C)cc2)CC1
→ -20	-5	1	-15	0.2	4	-1	0.1	-9
> O=C(Nc1cc(S(=O)(=O)N2CCOCC2)ccc1N1CCOCC1)c1cnccn1
→ -6	15	-8	-2	1.2	-6	0	0.1	-4
> COc1cc(-c2nnc(NC(=O)CS(=O)(=O)c3ccc(Cl)cc3)o2)cc(OC)c1OC
→ -7	-11	nt	nt	nt	13	-1	0.0	6

The list continues:
SMILES	TAAR1 antag	M1 PAM parental	OXTR potentiator	CHO parental Ca	V1aR counter	CHO-K1 Ca antag	TAAR1 ag	M1 ag parental	M1 ag
CCCCC(CCC(=O)Nc1cccc([N+](=O)[O-])c1)C(=O)O (configuration not stated)	19	2	1	7	0.2	5	1	-0.1	-1
O=C(NC(=S)Nc1ccccc1N1CCCCC1)c1ccccc1	-8	-8	12	-24	0.8	5	8	-0.5	-2
CC(C)(C)n1nnnc1CN1CCN(C(c2ccccc2)c2ccccc2)CC1	33	2	-5	-26	-1.4	2	7	0.4	-6
O=C(CSc1nccc(=O)[nH]1)N1CCCc2ccccc21	3	7	-9	-4	1.4	-23	7	0.5	-4
